FLuc inh counter: firefly luciferase enzyme inhibitors, primary screen, artefact control for luciferase-based inhibitor screens, biochemical, luminescence, ATPLite; 10 min; inhibition, % at 10 µM; 1.5% of 200,000 active;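 active = inhibition above about 50% when tested at 10 µM, limit read from the data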
Diaphorase inh: diaphorase inhibitors and chemical oxidizers, primary screen, counter-screen for diaphorase-coupled primary assays, biochemical, uHTS, resorufin fluorescence; diaphorase resazurin-to-resorufin fluorescence, NADH, 16 min; bacterial (C. kluyveri) enzyme, not human; inhibition, % at 20 µM; 0.69% of 190,000 active; AID 1217, 2008;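 active = primary screen inhibition at 20 µM above a set limit, cut at about 50% in these data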;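 note: plate controls were DMSO with full reaction for no effect and wells lacking NADH for full effect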
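Detection: fluorescence of resorufin formed from resazurin, Ex 544/Em 590 nm; test system: Clostridium kluyveri diaphorase enzyme; amount: 0.14 U/mL diaphorase, enzyme working solution; times: 16-min room-temperature incubation before reading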
APP 5UTR inh: inhibitors of APP translation via 5'UTR reporter, primary screen, APP 5'UTR luciferase, SH-SY5Y cells; SH-SY5Y APP 5'UTR-luciferase reporter, luminescence; inhibition, % at 2 µM; 0.82% of 190,000 active;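 active = inhibition above a set limit, derived from the sample mean plus 3 SD, cut at about 45% in these data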; note: values of inactives mirror those of a sister screen read the other way
STAT1 act: STAT1 signaling activators, primary screen, cell-based, HTS, luciferase reporter. 2.6% of 200,000 active. activation (% of control), % at 5.5 µM. NIH 3T3 STAT1-luciferase reporter, IFN-gamma, luminescence; 100% = IFN-gamma alone, no compound;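 active = activation above the screen-wide mean activation plus 3 SD, cut at about 130% in these data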;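 note: raw ratio to IFN-gamma control signal so 100% means no change and 0% no light; values of inactives mirror those of a sister screen read the other way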
NF-kB expr up: activators of NF-kB expression in neurons, primary screen, cell-based, HTS; human neuronal cells, NF-kB reporter expression; stronger effect = higher value; fold change at 12.5 µM; 1.6% of 190,000 active; in the data active = fold change above about 3.3
TLR4-MyD88 BLA: inhibitors of TLR4-MyD88 association in cells, primary screen, cell-based, HeLa CL3-4, BLA complementation, FRET ratio. Toll-like receptor 4 (Homo sapiens) + Myeloid differentiation primary response protein …. AID 861, 2007. 0.18% of 200,000 active. HeLa CL3-4 TLR4/MyD88 BLA complementation. inhibition, % at 8.4 µM; in the data active = inhibition above about 25%;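 note: 0% = vehicle and 100% = reference inhibitor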
Target sequence (O00206 whole entry, looked up): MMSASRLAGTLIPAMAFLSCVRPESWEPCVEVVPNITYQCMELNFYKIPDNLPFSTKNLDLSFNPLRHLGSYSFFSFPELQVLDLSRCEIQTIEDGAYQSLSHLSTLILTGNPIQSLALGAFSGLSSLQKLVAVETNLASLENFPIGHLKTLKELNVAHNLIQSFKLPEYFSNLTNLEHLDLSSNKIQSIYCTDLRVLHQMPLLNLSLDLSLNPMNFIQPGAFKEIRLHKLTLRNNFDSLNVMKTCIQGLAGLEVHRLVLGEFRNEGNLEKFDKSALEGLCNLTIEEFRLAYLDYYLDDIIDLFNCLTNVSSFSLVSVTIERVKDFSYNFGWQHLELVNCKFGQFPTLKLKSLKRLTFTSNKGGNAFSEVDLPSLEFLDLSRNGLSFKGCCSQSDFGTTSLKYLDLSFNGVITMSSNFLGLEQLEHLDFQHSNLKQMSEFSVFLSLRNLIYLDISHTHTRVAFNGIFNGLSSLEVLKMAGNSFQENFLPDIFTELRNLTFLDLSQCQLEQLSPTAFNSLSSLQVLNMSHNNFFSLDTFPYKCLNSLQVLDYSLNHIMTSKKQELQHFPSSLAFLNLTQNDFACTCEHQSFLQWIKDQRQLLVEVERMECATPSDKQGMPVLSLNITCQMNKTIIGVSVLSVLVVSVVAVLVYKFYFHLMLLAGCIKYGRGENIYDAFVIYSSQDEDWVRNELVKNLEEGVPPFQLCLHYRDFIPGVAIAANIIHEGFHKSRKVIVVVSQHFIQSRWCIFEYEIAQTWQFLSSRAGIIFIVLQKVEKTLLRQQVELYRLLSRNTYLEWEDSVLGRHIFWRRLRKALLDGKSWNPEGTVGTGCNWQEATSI
Target sequence (Q99836 whole entry, looked up): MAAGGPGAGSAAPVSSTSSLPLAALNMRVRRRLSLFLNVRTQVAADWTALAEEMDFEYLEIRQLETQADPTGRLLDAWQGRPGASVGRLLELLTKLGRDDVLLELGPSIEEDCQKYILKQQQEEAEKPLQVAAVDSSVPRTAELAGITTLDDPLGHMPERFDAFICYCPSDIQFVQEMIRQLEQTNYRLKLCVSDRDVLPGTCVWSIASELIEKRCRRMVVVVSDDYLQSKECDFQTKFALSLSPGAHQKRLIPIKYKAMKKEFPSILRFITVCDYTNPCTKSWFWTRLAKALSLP
FLuc act counter: FLuc activators, initial screening, artefact control for FLuc-dependent activation tests, biochemical, ATPlite luminescence; activation factor at 10 µM; ATPlite luciferase biochemical, 10 min; 0 = ATP-free wells, 1 = DMSO control; 200,000 tested, under 10 active;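 active = luciferase activation factor, scaled between plate controls, of at least 2 with compound at 10 µM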
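Assay system: Luciferase/luciferin reagent mix; Medium: PBS as buffer for the ATP substrate; Dosing: test compounds dosed from 2 mM stocks in 100% DMSO; Times: 10 min, room temperature; Signal: luminescence from luciferase reaction; Read-out: luciferase activation; Controls: No-ATP low control, compound-free enzyme-plus-ATP high control.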
Diaphorase act: compounds boosting diaphorase resazurin reduction – biochemical, uHTS, resorufin fluorescence, counter-screen for diaphorase-coupled primary assays, primary screen; Diaphorase/resazurin coupled assay, 16 min; stronger effect = higher value; 1 = vehicle wells, 0 = NADH-free wells; activation factor at 20 µM; 0.005% of 190,000 active;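 active = diaphorase activity raised at least twofold by the compound at 20 µM; inactive = activation factor below 2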
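Measured by – red resorufin fluorescence at 544/590 nm excitation/emission · Test system – Clostridium kluyveri diaphorase, purified enzyme · Incubation – reaction time 16 min, room temperature · Buffer or medium – 50 mM HEPES pH 7.4 with 4.542 mM MgCl2, 0.005% Tween 20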
G6PDH counter: L. mesenteroides G6PDH inhibitors, counter-screen for G6PDH-coupled screening assays, biochemical, Leuconostoc mesenteroides enzyme; glucose-6-phosphate dehydrogenase [Leuconostoc mesenteroides]; Purified L. mesenteroides G6PDH, diaphorase/resazurin coupled fluorescence, 45 min; inhibition, % at 5 µM; 0.12% of 200,000 active; in the data active = inhibition above about 50%
APP 5'UTR act: activators of APP 5'UTR luciferase reporter, primary screen, SH-SY5Y cells; SH-SY5Y APP 5'UTR luciferase reporter, luminescence; zero percent = DMSO vehicle wells; activation, % at 2 µM; 1% of 190,000 active;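 active = activation above a set limit, based on mean plus 3 SD of controls, cut at about 140% in these data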; note: values of inactives mirror those of a sister screen read the other way
* = called active by the depositor; x = not tested or not shown. Random draw from the library. Share with any hit: about 5.6%.

SMILES	FLuc inh counter	Diaphorase inh	APP 5UTR inh	STAT1 act	NF-kB expr up	TLR4-MyD88 BLA	FLuc act counter	Diaphorase act	G6PDH counter	APP 5'UTR act
O=C(CN1CCN(c2nc(-c3ccc(F)cc3)cs2)CC1)Nc1ccc2c(c1)OCO2	-8	13	9	99	1.1	-14	1.1	0.9	1	-9
C[C@]12CC[C@@H]3c4ccc(O)cc4CC[C@H]3[C@@H]1CCC2=O	2	5	-10	104	1.2	9	1	1	16	10
Cc1c(CN(C)C(=O)/C=C/c2ccc([N+](=O)[O-])cc2)cnn1C	-3	7	19	117	1.2	3	1	0.9	-17	-19
COc1ccc(CCN2C(=O)CC(NNC(=O)c3ccccc3Br)C2=O)cc1OC (stereo not drawn)	-7	19	4	98	1.4	8	1.1	0.8	14	-4
CCCCNC(=O)CSc1nc2n[nH]c(C)c2c(=N)n1-c1cccc(Cl)c1C	-2	-2	1	99	1.1	1	1	1	-1	-1
NC(=O)C1CCN(C(=O)c2cc3ccccn3n2)CC1	-2	14	5	102	1.3	-15	1	0.9	4	-5
CCCNC(=O)N1CCN(c2ncccn2)CC1	-3	8	-13	100	1.3	-7	1	0.9	1	13
CC(c1ccco1)N(C(=O)CSc1ccc(Br)cc1)c1ccccn1 (stereo not drawn)	-10	17	-9	94	1.2	6	1.1	0.8	5	9
CCCCCn1c(SCC(=O)OC)nc2c1c(=O)[nH]c(=O)n2C	-4	16	-2	101	1.1	1	1	0.8	-7	2
Cc1ccc(N2C(=O)C3C(C2=O)C2C=CC3C23CC3)c([N+](=O)[O-])c1 (stereo not drawn)	0	9	13	98	1.5	-2	1	0.9	10	-13
Cc1ccccc1CSc1nnc(NC(=O)Cc2cccs2)s1	-3	6	5	123	0.99	7	1	0.9	-9	-5
COc1ccc(C(=O)/C(C)=N/O)cc1OC	-2	10	11	96	1.1	-9	1	0.9	9	-11
Cc1cc2nc(SC(C)C(=O)O)[nH]c2cc1C (stereo not drawn)	13	-2	0	102	1	-11	0.9	1	0	0
COC(=O)C1C(=O)c2c([nH]c(C(=O)OC3CCCC3)c2C)CC1C (stereo not drawn)	56*	19	-109	144*	3.4*	-3	0.4	0.8	8	109
O=C(c1ccccc1)N1CCN=C1c1ccccc1	-4	6	0	101	1	-13	1	0.9	6	0
COc1ccc(Nc2nc(C(=O)N3CCc4ccccc4C3)cs2)cc1	7	x	-10	106	0.99	15	0.9	x	22	10
COc1ccc(CN(CCCN2CCOCC2)C(=O)Nc2ccccc2)cc1OC	1	10	8	100	0.94	7	1	0.9	12	-8
COc1ccc(OCCNc2c([N+](=O)[O-])c(=O)oc3ccccc23)cc1	-4	4	-4	89	1	-5	1	1	-9	4
Cc1cc2ncn(N)c2cc1C	-7	18	3	94	1.1	2	1.1	0.8	-8	-3
Cn1c(SCC(=O)N/N=C/C=C/c2ccccc2[N+](=O)[O-])nc2ccccc21	-8	22	-25	101	0.81	5	1.1	0.8	9	25
COc1ccccc1/C=N/NC(=O)C(C)Cn1cnc2ccccc21 (stereo not drawn)	-2	6	-9	104	1.2	-5	1	0.9	-15	9
NC(=O)[C@@H]1CCCN1Cc1nc(Cc2ccccc2Cl)no1	1	5	5	103	1.1	-4	1	1	4	-5
CN1CCN(CC(=O)NC2CCCCC2)CC1	-5	8	-6	100	1	-8	1.1	0.9	-4	6
Cc1nc(N2CCN(C(c3ccccc3)c3ccccc3)CC2)nc2c1C(=O)CCC2	1	29	x	x	x	x	1	0.7	-2	x
O=c1c(C(c2ccccc2)c2c(O)nc3n(c2=O)CCCS3)c(O)nc2n1CCCS2	-4	2	-4	97	0.76	-1	1	1	5	4
O=C(CCc1nnc(CCCCc2ccccc2)o1)NCCc1cccnc1	-5	1	3	93	1.4	-9	1	1	19	-3
COc1ccc(-c2nc3cnccn3c2NC(C)(C)CC(C)(C)C)cc1O	-1	10	10	102	0.68	13	1	0.9	11	-10
CCOC(=O)c1[nH]c2ccc(F)cc2c1N=C(C)N(CC)CC	-9	18	5	106	1	5	1.1	0.8	8	-5
COc1ccccc1NC(=O)C1=C(C)N(c2ccccc2)C(=S)NC1c1cccc(C(F)(F)F)c1 (stereo not drawn)	-3	1	4	107	0.76	15	1	1	5	-3
O=C(Cc1ccccc1)NCC1COc2ccccc2O1 (stereo not drawn)	x	x	-6	102	x	-11	x	x	x	6
Cc1ccccc1CSc1nnc(-c2ccco2)n1Cc1ccco1	-6	16	6	109	1.1	-8	1.1	0.8	6	-6
CC(NC(=O)c1sc2cc([N+](=O)[O-])ccc2c1Cl)C(C)(C)C (stereo not drawn)	-3	-4	3	104	1.1	4	1	1	10	-3
CN(C)CCN1C(=O)c2oc3ccccc3c(=O)c2C1c1ccccc1 (stereo not drawn)	-3	8	x	x	x	x	1	0.9	6	x
Cc1cccc(-n2c(CCn3nc(C)c([N+](=O)[O-])c3C)n[nH]c2=S)c1	-8	12	10	103	0.85	2	1.1	0.9	10	-10
Cc1cccc(N2CCCn3c2nc2c3c(=O)n(CC(=O)OCc3ccccc3)c(=O)n2C)c1	-4	27	x	x	x	x	1	0.7	-2	x
C=CCN1C(=O)C(C)S/C1=N\S(=O)(=O)c1ccc(Cl)cc1 (stereo not drawn)	-4	-13	-11	102	1.4	-3	1	1.1	13	11
CC1(C)CC(CC(=O)Nc2ccccc2[N+](=O)[O-])C(=O)O1 (stereo not drawn)	-1	16	-24	100	1.2	11	1	0.8	0	23
COC(=O)Cc1c(C)c2ccc(OCC(=O)N3CCOCC3)cc2oc1=O	-4	15	-5	98	0.92	3	1	0.9	-2	5
COc1ccc(C(C(=O)NC2CCCCC2)N(C(=O)CCl)c2ccc(OC)cc2)cc1 (stereo not drawn)	-8	0	29	92	0.19	-1	1.1	1	-10	-29
CCC1CCCCN1C(=O)CSc1nc(N)c(NC(=O)c2ccco2)c(=O)[nH]1 (stereo not drawn)	-8	5	9	97	1.3	4	1.1	0.9	-5	-9
COC(=O)c1ccccc1NC(=O)CSc1ccccn1	-8	16	-14	99	1.3	5	1.1	0.8	-5	14
CCOC(=O)c1c(C)sc2c1N(C(=O)CN(CC)CC)c1ccccc1S2	0	17	-1	100	0.86	-3	1	0.8	8	1
COc1ccc(-n2c(=O)c3ccccc3n(CC(=O)Nc3cccc(OC)c3)c2=O)cc1	-4	0	-3	97	1.2	-6	1	1	1	3
O=C(NNS(=O)(=O)c1ccccc1F)c1cccc(S(=O)(=O)N2CCOCC2)c1	-6	9	0	99	1.1	-3	1.1	0.9	9	0
Cc1ccccc1Cn1c2ccccc2c2cnn(CC(=O)N3CCN(c4ccccc4)CC3)c(=O)c21	-3	21	9	98	0.99	0	1	0.8	-2	-9
COCCN(Cc1cc2ccc(C)cc2n2nnnc12)Cc1nnnn1C(C)(C)C	-5	29	46*	98	1.2	11	1.1	0.7	11	-46
COc1ccccc1N1CCN(C(=O)C(C)N(c2ccc(C)cc2)S(C)(=O)=O)CC1 (stereo not drawn)	-6	0	-3	97	1	6	1.1	1	8	3
COC(=O)C1C2C=CC3(CN(C(C)C)C(=O)C13)O2 (stereo not drawn)	-5	14	x	106	1	-3	1.1	0.9	5	x
CC(C)(C)[C@H]1C=C(C(=O)NCc2ccccc2)O[C@@H](OCc2ccc(CO)cc2)C1	-2	26	11	93	1.1	-16	1	0.7	-5	-11
CCCC1S/C(=N/N=C/c2ccco2)NC1=O (stereo not drawn)	-2	8	17	107	0.99	8	1	0.9	4	-17
O=C(O)Cc1ccc(NC(=O)c2cccc(NC(=O)c3ccco3)c2)cc1	6	-2	-12	103	1	12	0.9	1	6	12
O=C(CCN1CCN(c2ccccc2)CC1)Nc1cccc(Br)c1	-8	9	2	88	1.2	11	1.1	0.9	-2	-2
O=C(Cc1ccccc1)N1CCCC(c2nc(-c3ccc(S(=O)(=O)N4CCCC4)cc3)no2)C1 (stereo not drawn)	-6	12	11	83	0.97	2	1.1	0.9	1	-11
COc1ccc(C(=O)C[N+]2(C)CCOCC2)cc1	-6	15	19	99	0.96	-4	1.1	0.9	4	-19
Cn1c(-c2cccc(Br)c2)n[nH]c1=O	-5	-19	-12	98	1.3	-1	1.1	1.2	9	12
Cn1c(C(=O)NC2CCCCCC2)cc2c(=O)n(C)c3ccccc3c21	-2	23	29	102	0.42	-13	1	0.8	6	-29
COc1ccc(NC(=O)c2ccc(F)cc2)cc1S(=O)(=O)Nc1cc(C)ccc1Br	-3	20	0	91	0.59	-4	1	0.8	8	1
Cc1ccc(NC(=O)CSc2nnc(CN3CCOCC3)n2C)cc1C	-7	20	-2	107	1.1	-14	1.1	0.8	2	2
COc1ccc(C(O)c2coc3ccc(O)c(CN(C)C)c23)cc1 (stereo not drawn)	-7	4	4	105	1	7	1.1	1	2	-4
Cc1ccc(NC(=O)COC(=O)CCc2ccc(S(=O)(=O)N3CCOCC3)cc2)c(C)c1	-7	17	4	97	0.98	-5	1.1	0.8	4	-4
COc1ccc(/C=C2\NC(=S)N(CC3CCCO3)C2=O)c(OC)c1 (stereo not drawn)	6	9	-38	115	0.98	6	0.9	0.9	8	38
O=C(CO)N/N=C/c1ccccc1F	-2	12	17	99	1.4	-2	1	0.9	6	-17
CC1C(=O)CC(c2ccccc2)NC1c1ccccc1 (stereo not drawn)	-5	6	2	106	1.3	7	1	0.9	4	-2

Rewritten with two lines to a compound: 5 of the compounds above
Every second line gives: FLuc inh counter | Diaphorase inh | APP 5UTR inh | STAT1 act | NF-kB expr up | TLR4-MyD88 BLA | FLuc act counter | Diaphorase act | G6PDH counter | APP 5'UTR act
CC(NC(=O)c1sc2cc([N+](=O)[O-])ccc2c1Cl)C(C)(C)C (stereo not drawn)
→ -3 | -4 | 3 | 104 | 1.1 | 4 | 1 | 1 | 10 | -3
CN(C)CCN1C(=O)c2oc3ccccc3c(=O)c2C1c1ccccc1 (stereo not drawn)
→ -3 | 8 | x | x | x | x | 1 | 0.9 | 6 | x
Cc1cccc(-n2c(CCn3nc(C)c([N+](=O)[O-])c3C)n[nH]c2=S)c1
→ -8 | 12 | 10 | 103 | 0.85 | 2 | 1.1 | 0.9 | 10 | -10
Cc1cccc(N2CCCn3c2nc2c3c(=O)n(CC(=O)OCc3ccccc3)c(=O)n2C)c1
→ -4 | 27 | x | x | x | x | 1 | 0.7 | -2 | x
C=CCN1C(=O)C(C)S/C1=N\S(=O)(=O)c1ccc(Cl)cc1 (stereo not drawn)
→ -4 | -13 | -11 | 102 | 1.4 | -3 | 1 | 1.1 | 13 | 11

Source: PubChem BioAssay
